Source: PubChem
BRCT PPI red = disrupts BRCA1 BRCT binding to phosphoprotein, red fluorophore readout | BRCT-phosphopeptide binding, red fluorescence polarization | 75,000 compounds, 0.03% hits | Potency, µM (titrated, usually from 76.9 µM), for inactives: at the top dose activity change, negative = inhibition, actives largely listed as inhibitors; also: % is scaled to controls: 0 for no effect and ±100 for the full control effect
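Fluorescence polarization: 100 nM His-tagged BRCA1 BRCT with 100 nM TAMRA-labelled phospho-BACH1 decapeptide, phosphate buffer pH 7.3 with 150 mM NaCl, DTT, 0.01% Tween 20; 12 min RT. Binding inhibition seen as FP decrease.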
Pol III holo inh = DNA polymerase III holoenzyme inhibition; reconstituted DNA polymerase III holoenzyme replication, biochemical; Potency, µM (series often up to 57.1 µM), for inactives: top-dose activity change, negative = inhibition; 71,000 compounds, 0.25% hits; also: potency is read from the fitted curve at half-maximal effect; % is scaled to controls: 0 for no effect and ±100 for the full control effect
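Reconstituted *E. coli* holoenzyme (0.35 nM Pol III, 1 nM beta, 154 nM SSB, 2 nM primase) was preincubated with compound for 15 min at RT. Synthesis on 1.4 nM ssM13Gori ran 35 min, then was stopped with PicoGreen/EDTA and read as dsDNA fluorescence.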
USP2a inh = USP2a (human) protease inhibition | 60,000 compounds, 0.1% hits | Potency, µM (titrated, usually from 38.3 µM), for the others: at the highest dose activity change, negative = inhibition, usual class: inhibitors | USP2a enzymatic assay, qHTS inhibition;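 also: potency is read from the fitted curve at half-maximal effect; nearly all actives have a fitted effect of over 60% in size; plate controls were DMSO for no effect and NEM full inhibition control for full effect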
Target sequence (O75604 whole entry, looked up): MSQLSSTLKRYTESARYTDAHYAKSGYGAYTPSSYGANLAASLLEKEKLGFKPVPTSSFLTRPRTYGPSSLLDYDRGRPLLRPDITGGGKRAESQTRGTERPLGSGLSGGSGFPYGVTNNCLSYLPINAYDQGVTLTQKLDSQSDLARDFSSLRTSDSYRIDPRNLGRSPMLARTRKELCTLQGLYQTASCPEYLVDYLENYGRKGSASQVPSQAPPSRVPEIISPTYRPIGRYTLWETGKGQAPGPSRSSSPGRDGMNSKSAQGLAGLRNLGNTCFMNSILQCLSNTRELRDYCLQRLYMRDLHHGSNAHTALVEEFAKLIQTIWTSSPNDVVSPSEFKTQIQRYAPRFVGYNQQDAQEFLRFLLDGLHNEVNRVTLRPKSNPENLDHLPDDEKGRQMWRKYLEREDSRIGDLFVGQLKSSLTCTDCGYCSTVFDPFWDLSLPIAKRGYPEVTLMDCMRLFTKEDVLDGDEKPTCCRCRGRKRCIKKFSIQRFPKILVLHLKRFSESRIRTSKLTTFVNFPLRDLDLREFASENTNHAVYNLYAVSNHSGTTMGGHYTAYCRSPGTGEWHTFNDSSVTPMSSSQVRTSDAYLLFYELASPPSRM
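20 nM USP2 core + cpd, 30 min RT; add 20 nM Ub-PLA2/20 uM NBD C6-HPC; read Ex460/Em535 at 0 h and 2.5 h. Normalized to NEM; qHTS curve fit/classification.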
Tau filament bind = binders of human tau filaments. P10636. recombinant tau filaments, thioflavin S fluorescence, 15 h; filaments grown with octadecylsulfate alongside compound. Potency, µM (titrated, usually from 57.1 µM), for the others: at the top dose activity change, negative = inhibition. 71,000 compounds, 2% hits. AID 596;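 also: potency is read from the fitted curve at half-maximal effect; % is scaled to controls: 0 for no effect and ±100 for the full control effect; actives lower thioflavin S fluorescence by blocking filaments or displacing dye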
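His-tagged recombinant human tau (exons 2, 3, 10; 1 uM final) fibrillized with 30 uM sodium octadecylsulfate, 15 h at 37 C, in pH 7.4 HEPES buffer with 10 uM thioflavine S and 5 mM DTT. Reduced ThS fluorescence (450/510 nm) marks activity.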
ALOX15 inhib = blocks human 15-lipoxygenase activity; purified 15hLO-1, xylenol orange hydroperoxide absorbance; 74,000 compounds, 1.4% hits; P16050; Potency, µM (titrated, usually from 57.1 µM), for the others: at the highest dose activity change, negative = inhibition, hits mostly inhibitors; also: potency is read from the fitted curve at half-maximal effect; % is scaled to controls: 0 for no effect and ±100 for the full control effect; nearly all actives have a fitted effect of over 55% in size
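Purified human 15hLO-1 (40 nM) in 25 mM Hepes pH 7.5, 0.01% Triton X-100, preincubated 15 min RT with compound, then 50 uM arachidonic acid for 6 min. Hydroperoxide read by ferrous/xylenol orange, 30 min; 573/405 nm absorbance ratio gave progress.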
Casp7 inh = blocks human caspase-7 allosterically or competitively; P55210; recombinant caspase-7, Ac-DEVD-AFC fluorescence rate; Potency, µM (doses to about 57.5 µM), inactives show at the highest dose activity change, negative = inhibition, most hits filed as inhibitors; 75,000 compounds, 0.02% hits; active = well fitted inhibition curve with a large enough effect in the main read-out, with a control signal flat, not every such curve was filed as active; inconclusive = small, poorly fitted or top-dose-only effect, or a change in a side signal; also: potency is read from the fitted curve at half-maximal effect; % of control where 0% means no effect
Target sequence (P55210 24-198 limits assumed): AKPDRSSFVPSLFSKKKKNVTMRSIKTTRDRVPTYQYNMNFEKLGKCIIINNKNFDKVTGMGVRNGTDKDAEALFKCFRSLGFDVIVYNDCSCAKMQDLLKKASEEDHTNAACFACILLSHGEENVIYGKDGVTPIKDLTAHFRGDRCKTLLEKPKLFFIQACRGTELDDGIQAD
Target sequence (P55210 207-303 limits assumed): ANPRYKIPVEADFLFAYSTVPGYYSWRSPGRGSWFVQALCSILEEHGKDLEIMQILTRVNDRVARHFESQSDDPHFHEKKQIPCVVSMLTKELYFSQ
BRCT PPI green = BRCA1 BRCT-phosphoprotein interaction inhibition; P38398; BRCA1 BRCT-phosphopeptide binding, green fluorescence polarization; Potency, µM (top dose mostly 76.9 µM), for inactives: at the top dose activity change, negative = inhibition, hits mostly inhibitors; 75,000 compounds, 0.05% hits; AID 875;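 also: potency is read from the fitted curve at half-maximal effect; plate controls were peptide without protein for full effect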
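Compounds were incubated for 12 min at room temperature with a complex of 100 nM fluorescein-tagged pBACH1 decapeptide and 250 nM His-tagged BRCT protein. Buffer was phosphate pH 7.3 with EDTA, DTT and Tween 20. Disruption of binding lowers the polarization signal.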
Casp1 inh = blocks human caspase-1 allosterically or competitively. Caspase-1 enzyme, Ac-WEHD-AFC fluorogenic rate. AID 900. 75,000 compounds, 0.03% hits. Potency, µM (highest dose often 57.5 µM), for inactives: at the top dose activity change, negative = inhibition, usual class: inhibitors. P29466;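 also: potency is read from the fitted curve at half-maximal effect; plate controls were vehicle for no effect and no substrate for full effect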
Rhodamine fluor = compound autofluorescence in rhodamine spectral region; Rhodamine-region fluorescence, 547/598 nm, Tris buffer; hits give high values; max dye-equivalent concentration, M; 59,000 compounds, 0.05% hits; AID 594; in the data active = max dye-equivalent concentration above about 11 nM; inconclusive = between about 1.1 nM and that limit
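Read-out is relative fluorescence at 547 nm excitation and 598 nm emission, expressed as dye-equivalent concentration using rhodamine standards on every plate. Each compound was profiled across a concentration series after 15 min in 100 mM Tris, pH 8.0.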
HEK293 cAMP ctrl = raises cAMP in parental HEK293 cells, TSHR agonist counter-screen. parental HEK293 CNG cAMP sensor, membrane potential fluorescence. Potency, µM (highest dose often 57.1 µM), inactives show at the top dose activation, actives largely listed as activators. 73,000 compounds, 2.5% hits. AID 938; also: potency is read from the fitted curve at half-maximal effect; % of control where 0% means no effect; nearly all actives have a fitted effect of over 55% in size
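Parental HEK 293 cells stably expressing a cAMP-gated CNG channel were loaded with membrane potential dye containing 100 uM RO 20-1724 for 60 min. Compound added for 30 min; depolarization read as fluorescence intensity at 590 nm.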
HADH2 inhib = inhibitors of human HADH2 dehydrogenase. Potency, µM (top dose mostly 57.1 µM), for the others: top-dose activity change, negative = inhibition, actives largely listed as inhibitors. Q99714. recombinant HADH2, NADH fluorescence, beta-hydroxybutyryl-CoA. 73,000 compounds, 3.4% hits; also: potency is read from the fitted curve at half-maximal effect; % is scaled to controls: 0 for no effect and ±100 for the full control effect; nearly all actives have a fitted effect of over 60% in size; many of its hits are not listed in these tables
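E. coli-expressed His-tagged HADH2 tested at 20 nM in alkaline Tris buffer (pH 9.0); oxidation of 90 uM beta-hydroxybutyryl-CoA with 1 mM NAD+ tracked fluorimetrically for 4 min.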
* hit, by the source's call; i = inactive; ? = inconclusive; nt = no result given; [ ] = dose if it differs, or a comment. Unless noted, calls follow the shape of the dose curve; as a rule, active = well fitted curve in the direction sought with a large enough effect; inconclusive = small, poorly fitted or top-dose-only effect, or another doubt; inactive = no such curve, though single readings can be large; an effect the other way counts as inactive or inconclusive. The list is partial; rates above refer to the full screens.

Start of the listing, in advance, 3 compounds:
Molecule	Pol III holo inh	Casp1 inh	HADH2 inhib	BRCT PPI green	Tau filament bind	HEK293 cAMP ctrl	Casp7 inh	Rhodamine fluor	BRCT PPI red	ALOX15 inhib	USP2a inh
CC(C)N(Cc1nc(-c2ccccc2)no1)C(=O)CCCN1C(=O)c2ccccc2C1=O	4%	-3%	11%	1.7%	-28%	25%	-1%	i	0.8%	1%	8%
O=C(NCc1ccccc1)c1ccc(F)c(S(=O)(=O)N2CCOCC2)c1	-4%	1%	6%	-0.4%	-3%	4%	-1%	i	-1.5%	5%	3%
O=C(C(NS(=O)(=O)c1cccs1)c1ccccc1)N1CCN(c2ccccc2)CC1 (stereo not drawn)	9%	-2%	4%	2.3%	-23%	6%	-4%	i	-0.5%	-14%	40%[activator]

The whole of this part, repeating the preview:
Molecule	Pol III holo inh	Casp1 inh	HADH2 inhib	BRCT PPI green	Tau filament bind	HEK293 cAMP ctrl	Casp7 inh	Rhodamine fluor	BRCT PPI red	ALOX15 inhib	USP2a inh
CC(C)N(Cc1nc(-c2ccccc2)no1)C(=O)CCCN1C(=O)c2ccccc2C1=O	4%	-3%	11%	1.7%	-28%	25%	-1%	i	0.8%	1%	8%
O=C(NCc1ccccc1)c1ccc(F)c(S(=O)(=O)N2CCOCC2)c1	-4%	1%	6%	-0.4%	-3%	4%	-1%	i	-1.5%	5%	3%
O=C(C(NS(=O)(=O)c1cccs1)c1ccccc1)N1CCN(c2ccccc2)CC1 (stereo not drawn)	9%	-2%	4%	2.3%	-23%	6%	-4%	i	-0.5%	-14%	40%[activator]
Nc1ccn([C@H]2CC[C@H](CO)O2)c(=O)n1	-4%	nt	-17%	nt	-1%	?	nt	i	nt	nt	nt
COC(=O)CN(c1ccc(C)c(Cl)c1)S(C)(=O)=O	4%[11.4 µM]	-2%	-3%[11.4 µM]	-0.8%	-5%[11.4 µM]	6%[11.4 µM]	1%	nt	0.4%	1%[11.4 µM]	4%[7.66 µM]
CC(C)C(=O)N1CCN(C2=NS(=O)(=O)c3ccccc32)CC1	-16%	1%	9%	-0.9%	-13%	?	1%	i	-0.7%	12%	2%
Nc1nc(CN2CCN(c3cccc(Cl)c3)CC2)nc(N2CCCc3ccccc32)n1	-4%	-3%	-11%	0.0%	0%	17%	-10%	i	0.3%	-20%	33%[activator]
CCOC(=O)C1CCCN(C(=O)CS(=O)(=O)Cc2ccccc2)C1 (stereo not drawn)	2%	1%	4%	-1.6%	-9%	18%	1%	i	-2.5%	12%	0%
CCOc1ccc(C)cc1S(=O)(=O)N1CCCCC1	-5%	-1%	-7%	1.7%	6%	?	0%	i	-1.4%	-7%	-5%
CC(C)(C)C(=O)CN1CCN(S(=O)(=O)c2ccc(F)cc2)CC1	nt	-6%	11%	-0.4%	nt	-27%	-1%	nt	-2.3%	5%	nt
O=C(Cc1cccs1)Nc1ccc(C(=O)O)cc1	0%	0%	-2%	-1.5%	-11%	0%	-1%	i	-2.3%	10%	0%
CCCn1c(Nc2nc3ccccc3n2C)nc2ccccc21	0%	-1%	?	0.9%	-5%	-1%	-2%	i	-0.6%	31%[activator]	15%
Cc1ccc(OCCC(=O)OCC(=O)N2c3ccccc3CC2C)cc1 (stereo not drawn)	-20%	-1%	-1%	0.7%	2%	17%	5%	i	-0.7%	2%	-11%
COc1ccc(S(=O)(=O)N(C)CC(=O)NC2CC2)cc1	-2%	0%	5%	0.5%	2%	7%	-1%	i	-0.3%	1%	-5%
CCOc1ccccc1NC(=O)C1CCN(S(=O)(=O)c2c(C)noc2C)CC1	0%	-2%	12%	-1.9%	18%	8%	0%	i	-1.9%	0%	3%
Cc1ccc(-c2nc(NC(=O)CSc3nnnn3-c3ccccc3)ns2)cc1	-3%	0%	-2%	-1.2%	18%	?	-4%	i	-3.2%	?	38%[activator]
Cc1cnc(CNc2ncncc2-c2ccc(C(=O)N(C)C)cc2)cn1	-2%	1%	-14%	-1.6%	-1%	-17%	0%	i	-0.2%	10%	-5%
c1csc(-c2csc3ncnc(NCCCN4CCOCC4)c23)c1	-7%	-4%	2%	-0.6%	11%	-13%	-1%	i	0.1%	-4%	1%
O=C(CN(C(=O)CCC(=O)Nc1nccs1)c1ccc2c(c1)OCCO2)NCc1ccco1	-6%	1%	5%	-1.1%	37%	21%	1%	i	0.7%	15%	nt
O=C(NCCCCNC(=O)c1ccco1)c1ccco1	0%	0%	-5%	1.2%	4%	0%	0%	i	0.1%	8%	1%
CC(C)OC(=O)C1C2C=CC3(CN(Cc4cccs4)C(=O)C13)O2 (stereo not drawn)	-6%	-1%	-1%	-2.1%	-1%	3%	1%	i	-0.6%	5%	5%
Cc1ccc(C)c(C(=O)NCCN(C)C)c1	2%	0%	5%	-1.0%	-5%	-2%	0%	i	1.7%	-1%	-4%
O=C(CCn1nc(-c2ccc(Cl)cc2)ccc1=O)N1CCN(c2ccccn2)CC1	0%	-1%	-4%	3.0%	-1%	16%	-1%	i	-0.7%	-11%	16%
O=C(Cn1cnc2ccccc21)OCC(=O)N1CCCc2ccccc21	-5%	0%	12%	-2.1%	-7%	20%	-1%	i	-0.6%	9%	2%
COc1ccc2c(c1)SC1=NCCS(=O)(=O)N12	-6%	0%	-6%	-0.6%	11%	-1%	0%	i	-0.6%	4%	-3%
O=C(NCCCN1CCOCC1)c1ccco1	-2%	-2%	-6%	-2.3%	23%	17%	1%	nt	-1.0%	9%	-3%
CCC1(C(=O)OC)NC(c2ccccc2OC)C2C(=O)N(C)C(=O)C21 (stereo not drawn)	-7%	0%	6%	-1.1%	-8%	-2%	3%	i	-2.2%	10%	nt
Cc1cccc2nc(CNc3ccc(F)cc3)cn12	-1%	0%	0%	-4.5%	-3%	6%	-1%	i	-0.6%	6%	-3%
COC(=O)C(C)NC(=O)C1CCCN1S(=O)(=O)c1cc(C)c(Cl)cc1C (stereo not drawn)	0%	-3%	4%	0.0%	-8%	7%	-2%	nt	2.5%	9%	4%
COc1cccc(-c2cc(C(=O)N3C(C)CCCC3C)no2)c1 (stereo not drawn)	-2%	-1%	7%	-2.1%	-1%	?	-3%	i	-0.5%	-8%	0%

The list continues:
Molecule	Pol III holo inh	Casp1 inh	HADH2 inhib	BRCT PPI green	Tau filament bind	HEK293 cAMP ctrl	Casp7 inh	Rhodamine fluor	BRCT PPI red	ALOX15 inhib	USP2a inh
CCOc1cc(N2CCOCC2)c(OCC)cc1NC(=O)CCC1CCCC1	0%	1%	5%	0.5%	-11%	-26%	-2%	i	-1.0%	-3%	5%
CCCN(CCC)C[C@@H]1CCCCN1CCNC(=O)N1c2ccccc2C(=O)Nc2cccnc21	-2%	-1%	13%	-4.0%	40µM*	15%	-1%	nt	-3.5%	?	nt
COc1ccc(-c2ccc(-c3noc(-c4ccco4)n3)c(OC)n2)cc1	-5%	-15%	?	7.1%	84%	9%	-19%	i	-1.2%	-22%	43%[activator]
CC1CCN(CCCNC(=O)C2CC(=O)N(C3CCCCCC3)C2)CC1 (stereo not drawn)	8%	-1%	11%	-1.4%	-2%	0%	0%	i	-1.6%	1%	-1%
O=C(CN1CCCC1)N1c2ccccc2Sc2ccccc21	-1%	-2%	-3%	0.5%	20µM*	8%	-5%	i	-2.8%	?	39%[activator]
CC1Cc2ccccc2N1c1ncnc2nc[nH]c12 (stereo not drawn)	3%	2%	?	1.6%	-8%	0%	5%	nt	1.4%	5%	nt
Cc1ccc(S(=O)(=O)N2CCC(C(=O)N3CCC[C@H]3C(=O)NCc3ccco3)CC2)cc1	-6%	-2%	11%	-1.5%	7%	6%	-1%	i	0.2%	9%	9%
Cc1cccc(C)c1NC(=O)C(NC=O)c1ccc(N(C)C)cc1 (stereo not drawn)	9%	-7%	8%	-3.1%	220%	?	-4%	i	-2.6%	21%	5%
COc1ccc(-c2cn3cccnc3n2)cc1NC(=O)c1ccc(Br)o1	-8%	-2%	118%[activator]	0.9%	82%	4%	-1%	i	-2.4%	-10%	28%
Cn1c(SCc2nnc(-c3ccc(F)cc3)o2)nnc1C1COc2ccccc2O1 (stereo not drawn)	-3%	0%	2%	1.0%	3%	21%	-2%	i	-1.7%	-6%	43%[activator]
CC(=O)c1sc2nc(-c3cccs3)cc(C(F)(F)F)c2c1N	2%	?	?	42%[activator]	127%	1%	?	i	-0.9%	-29%	26%
CC(=O)c1c(C)nc(C)nc1NC(=O)Cc1ccccc1	3%	0%	2%	-3.2%	-5%	-2%	0%	i	-0.2%	7%	-6%
